# CFTR F508del cor = CFTR F508del correction in bronchial cells | activity (quench increase), % at 7.58 µM | AID 720511 | hit rate 0.36% among 350,000 | CFBE cells, YFP halide quenching; stimulated with forskolin plus potentiator P3; % fluorescence drop versus neutral controls;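 active means mean added fluorescence quench of at least 8% versus neutral control, with both replicates also reaching 8%; inconclusive means only one of the mean or replicate conditions met; inactive means mean below 8% and not both replicates reaching 8%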;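 further: cells transiently co-express mutant CFTR-F508del with the halide-sensitive YFP; corrector assay measuring rescue of mutant channel to the surface after 24 h compound exposure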
# GSIS activator = primary screen for activators of insulin secretion dependent on glucose, INS-1E cells, GLuc reporter luminescence; INS-1E GLuc reporter insulin secretion, 2-3 h; activation, % at 16.6 µM; hit rate 0.61% among 370,000;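 active means lowest replicate activation of at least 40%, so every replicate reaches that level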;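 further: 0% = median of neutral control wells and 100% = median of IBMX positive control wells; some compounds called inactive have numbers as strong as hits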
# EWS-Fli block = inhibitors of EWS/Fli oncoprotein transcriptional activity. hit rate 0.67% among 350,000. inhibition, % at 12.6 µM. A673 NR0B1-luciferase reporter, viability-normalised;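 active means mean inhibition of at least 50% after viability correction, with every replicate also passing that limit; inconclusive means mean reaches 50% but only one of two replicates passes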;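 further: firefly luciferase signal divided by Alamar Blue viability fluorescence both relative to DMSO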
# DENV2 CPE = protects cells from dengue virus 2 cytopathic effect. DENV2-infected cells, cytopathic effect rescue, plate reader. CPE inhibition, % at 9.99 µM. hit rate 1.7% among 350,000. AID 651640; in the data active means CPE inhibition above about 20%, passing the limit was not always enough; inconclusive means no clear call, values can overlap the other calls; tested in BHK-21 cells;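 further: 0% = median of neutral control wells and 100% = median of positive control wells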
# miR122 inh = miR-122 inhibition in Huh7 cells; activation (reporter increase), % at 12.5 µM; AID 602342; Huh7 miR-122 Renilla luciferase sensor, 48 h; neutral wells = 0, positive control = 100; hit rate 0.3% among 340,000;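 active means mean replicate activation score at least 90 and every replicate individually at or above 90; inconclusive means only one of the two criteria met; inactive means neither criterion met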;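 further: higher luciferase means less miR-122 activity so hits act as miR-122 inhibitors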
# PAX8 reporter = lowers PAX8-driven luciferase in RMG-I cells. RMG-I TPO-luciferase reporter, SteadyGlo, 24 h. inhibition, % at 12.6 µM. hit rate 1.2% among 360,000;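 active means mean replicate inhibition at least 60% with every replicate also reaching 60%; inconclusive means only one of the two criteria is met; inactive means mean below 60% and not all replicates reaching 60%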;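 further: luciferase light reporting Pax8 driven TPO promoter activity; plate controls were median of neutral control wells for no effect and mitoxantrone controls for full effect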
# FN deposit inh = fibronectin deposition inhibition | hit rate 0.086% among 350,000 | AID 743247 | AH1F fibroblasts, Alexa488-fibronectin deposition fluorescence, overnight | inhibition, % at 12.6 µM;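 active means mean inhibition across replicates of 30% or more, regardless of how many single replicates reach that level; inconclusive means mean under 30% yet at least half of replicates reach 30%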;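 further: positive control wells lacked labelled fibronectin entirely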
#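 Assay system: AH1F fibroblasts assembling fluorescent fibronectin matrix; Amount: 10000 AH1F cells per well; Buffer or medium: DMEM, 2% serum; Probe or stimulus: Alexa488-fibronectin, 24 nM final in well; Doses: single compound dose, delivered by pin transfer; Incubation: 1 h adhesion, overnight exposure; Measured by: fluorescence 485/525 nm; Read-out: fibronectin deposition inhibition.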
# Starred values were filed as active, the others as inactive; ? = inconclusive; · = not tested or not shown; & = joins results of further samples; [ ] = remark or other dose.
SMILES,CFTR F508del cor,GSIS activator,EWS-Fli block,DENV2 CPE,miR122 inh,PAX8 reporter,FN deposit inh
NC(=O)NC(=O)COC(=O)c1ccccc1OCc1ccc(F)cc1,0.0,5,6,-1,-3,1,1
Cc1noc(C)c1S(=O)(=O)Nc1ccc2c(c1)C(=O)N([C@H](C)CO)C[C@@H](C)[C@@H](CN(C)C(=O)Nc1cccc3ccccc13)O2,0.0,10,4,-3,-6[16.7 µM],·,·
Cn1c(SCc2cccc(C#N)c2)nc2ccccc2c1=O,3.0,6,5,3,·,10,5
O=C(O)c1c[nH]c2ccc(F)cc2c1=O,-2.4,12,-1,-2,4,4,3
O=[N+]([O-])c1cc(NS(=O)(=O)c2ccc(Cl)nc2)ccc1Cl,5.3,-26,-3,1,·,22,2
Cc1csc(=O)n1CCC(=O)OCC(=O)NNC(=O)c1ccc(Br)cc1,0.4,-26,-5,?,·,10,12
CC1CCN(c2nnc(N3CCC(C)CC3)c3ccccc23)CC1,-0.3,7,15,-2,-1,-9,1
O=C(N[C@H]1CC[C@H](CC(=O)N2CCOCC2)O[C@@H]1CO)c1ccc2c(c1)OCO2,0.7,1,6,?,·,-2,14
O=C(COc1ncnc2sccc12)Nc1cccc(S(=O)(=O)N2CCOCC2)c1,2.8,3,5,14,7,-4,6
O=S(=O)(c1ccccc1)c1nc(-c2cccs2)oc1NCc1cccnc1,-1.3,43,-18,-4,·,9,1
O=C(Cc1ccc([N+](=O)[O-])cc1)N1N=C(c2ccncc2)CC1(O)C(F)(F)F (stereo not drawn),0.5,-12,4,-2,3,21,2
CC(C)CNC(=O)C1(C)CCCN1C(=O)c1csnn1 (stereo not drawn),-5.6,-9,2,1,-1,-3,-1
O=C(c1ccc(S(=O)(=O)N2CCOCC2)cc1)N1CCOCC1,-1.3,7,3,-2,0,-1,-1
O=C(NC(=S)NC1CCCCC1)c1ccc(Cl)cc1,-0.1,1,·,-4,1,-289,-1
CCC(C)c1c(NS(=O)(=O)c2ccc(C)cc2)o[nH]c1=O (stereo not drawn),1.9,-3,-10,-15,-6,-12,-3
COc1ccc(S(=O)(=O)N2CC(=O)Nc3ccccc32)cc1C,1.1,1,2,3,8,24,0
CN(CCCNC(=O)CN1C(=O)CC(C)(C)S(=O)(=O)c2ccccc21)C1CCCCC1,3.2,22,2,0,·,·,·
O=c1c(S(=O)(=O)c2ccc(Cl)cc2)cn(Cc2ccccc2)c2ccc(F)cc12,·,·,-27,-5,·,-2,-2
O=C(c1cccs1)N1CCC(c2ccccc2)C1 (stereo not drawn),·,5,·,·,-4,-157,-7
COc1ccc(CN(C)C(=O)Cc2ccc(S(=O)(=O)N3CCOCC3)s2)cc1OC,0.7,23,6,-1,·,8,0
O=C(NCCOc1cccnc1)c1ccc(OC2CCN(Cc3ccccn3)CC2)cc1,3.1,-7,-22,-23,1,-6,-5
O=C(Nc1cccc(-c2csc(Nc3ccc(Cl)cc3)n2)c1)c1cccc(C(F)(F)F)c1,0.5,-2,-88,7,·,17,8
C[C@H](CO)N1C[C@H](C)[C@H](CN(C)Cc2ccc(C(F)(F)F)cc2)OCCCC[C@H](C)Oc2ccc(NC(=O)Nc3ccccc3)cc2C1=O,-1.6,12,15,-12,-6[16.7 µM],85*,1
CN(C)S(=O)(=O)c1ccc(C(=O)Nc2cc3c(cc2C(=O)O)OCCCO3)cc1,0.5,1,15,2,·,2,-1
O=C1CCCCC1(O)Cc1ccc2c(c1)OCO2 (stereo not drawn),-0.7,21,1,-2,·,-2,-8
# (cont.)
SMILES,CFTR F508del cor,GSIS activator,EWS-Fli block,DENV2 CPE,miR122 inh,PAX8 reporter,FN deposit inh
Cc1noc(C)c1NC(=O)N(C)C[C@@H]1Oc2ncc(C3=CCCCC3)cc2C(=O)N([C@@H](C)CO)C[C@@H]1C,-0.3,0,-5,·,7[16.7 µM],-13,·
O=C(C[C@H]1C[C@H]2c3cc(NC(=O)Nc4ccccc4)ccc3O[C@H]2[C@H](CO)O1)NCc1ccccn1,1.8,-1,-5,·,3[16.7 µM],11,-6
Cc1ccc(/C=C\c2nccc3c2[nH]c2ccccc23)cc1,-0.1,4,-42,·,23,-21,7
Cn1cc(CC(=O)Nc2ccc(Nc3cccnc3)cc2)c2ccccc21,1.0,-3,-18,54*,·,-15,-7
Cc1ccc(S(=O)(=O)NCCC(=O)NCc2cccnc2)cc1,0.1,-4,5,-3,3,-5,·
O=C(Oc1ccc2ccc(=O)oc2c1)c1ccc([N+](=O)[O-])cc1,0.3,1,17,4,·,28,-7
O=C(NCCCCc1ccccc1)c1ccccc1Cl,-1.6,8,-7,·,·,-11,-3
CCOc1ccc(CNC(=O)c2ccco2)cc1,0.8,-37,-5,5,-2,6,-5
COc1ccc(NC(=O)N(C)C[C@H]2Oc3ncc(C#CC(C)C)cc3C(=O)N([C@H](C)CO)C[C@@H]2C)cc1,-3.7,-22,-3,-4,-11[16.7 µM],·,-20
Cc1ccc2nc(-c3ccncc3)cc(C(=O)Nc3ccc(F)cc3C)c2c1,0.3,7,·,-4,·,1,-12
CC(C)NC(=O)N(C)C[C@H]1Oc2ccc(NC(=O)Cc3cn(C)c4ccccc34)cc2CC(=O)N([C@@H](C)CO)C[C@@H]1C,-2.0,6,·,-2,10[16.7 µM],11,-3
Cc1cc(C)nc(NS(=O)(=O)c2ccc(NC(=O)c3snnc3C)cc2)n1,5.5,-8,3,-4,-3,-6,1
O=C(O)C[C@H]1C[C@@H]2c3cc(NC(=O)Nc4ccccc4)ccc3O[C@@H]2[C@@H](CO)O1,-1.1,10,3,-2,6[16.7 µM],-29,0
Cc1cc(C)cc(NC(=O)[C@@H](NC(=O)c2ccco2)C(C)C)c1,0.2,5,1,-1,10,-22,-7
O=S(=O)(c1ccccc1Oc1ccc(Cl)cc1Cl)N1CCCCC1,2.8,-10,2,0,2,5,7
Cc1ccccc1NC(=S)NCCc1c[nH]c2ccccc12,·,-9,-4,7,·,4,5
CCc1ccc2cc(F)cc(F)c2n1,-2.8,7,-24,-4,1,13,-5
CC(C)n1nnnc1SCC(=O)N(C)C1CCS(=O)(=O)C1 (stereo not drawn),1.4,-4,-5,3,·,·,0
COc1ccccc1C(=O)Nc1ccc2c(c1)C(=O)N(C)[C@H]1CC[C@H](CC(=O)NCc3ccc(Cl)c(Cl)c3)O[C@H]1CO2,0.8,-5,-6,14,308*[16.7 µM],19,2
Cc1nc2[nH]c(=S)n(C)c(=O)c2nc1C,-2.2,6,-1,6,·,-1,3
O=C(COC(=O)c1ccc(S(=O)(=O)N2CCc3ccccc3C2)cc1)NC1CCS(=O)(=O)C1 (stereo not drawn),0.7,2,3,6,-18,6,·
C[C@H]1CN([C@@H](C)CO)C(=O)c2cccc(NC(=O)Nc3ccccc3)c2O[C@H]1CN(C)S(C)(=O)=O,-1.1,13,-3,-3,6[16.7 µM],-7,·
CCN(CC)CCNc1ccc(C)c2sc3ccc(O)cc3c(=O)c12,4.4,·,8,12,-1,40,2
Cc1ccc(SC[C@H](Cc2ccccc2)N2CC[C@@H](C)CCC2=O)cc1,-1.8,·,-8,94*,9,-58,-6
COc1ccc(CCNC(=O)/C(=C/c2cccnc2)NC(=O)c2ccccc2)cc1,0.6,-12,-11,1,-2,-4,·
# Remaining list, next part:
SMILES,CFTR F508del cor,GSIS activator,EWS-Fli block,DENV2 CPE,miR122 inh,PAX8 reporter,FN deposit inh
CCOc1ccc(S(=O)(=O)Nc2ccc(C(=O)NCCCN3CCCC3=O)cc2)cc1,5.4,-7,-26,-1,·,12,2
CC1(C)CN(c2ccccc2)N(C(=O)c2ccc(C#N)cc2)C1=O,·,34,·,·,-3,·,4
CCN(C(=O)COC(=O)Cc1cccc2ccccc12)C1CCS(=O)(=O)C1 (stereo not drawn),-1.6,9,6,16,2,-5,22
Cn1nnc(NCc2cc(Br)ccc2OCc2ccccc2F)n1,0.5,-8,-11,7,·,27,-3
CCOc1ccc(-n2c(=O)c3sccc3n(CC(=O)NCCc3ccc(OC)c(OC)c3)c2=O)cc1,2.0,-20,7,2,-4,-26,-5
Cc1cccc(NC(=O)c2c([N+](=O)[O-])cnn2C)c1,1.1,2,-1,1,3,-21,-6
C[C@@H]1CN([C@H](C)CO)C(=O)c2cccc(N(C)C)c2O[C@H]1CN(C)Cc1ccc(C(=O)Nc2ccccc2N)cc1,-2.6,-7,-4,13,17[16.7 µM],19,-10
COc1ccc(NC(=O)C2CC(=O)N(CCc3ccc(F)cc3)C2)c(OC)c1 (stereo not drawn),3.4,24,0,4,-4,-8,-7
Cc1cc(Br)cn2c(Cc3ccccc3C(F)(F)F)c(C3CCCCC3)nc12,0.8,-10,-2,-3,1,2,-8
C[C@@H]1CCCCO[C@@H](CN(C)Cc2ccc(C(=O)O)cc2)[C@H](C)CN([C@@H](C)CO)C(=O)c2cc(NC(=O)NC3CCCCC3)ccc2O1,-3.4,12,-13,-2,10[16.7 µM],12,·
CC(C)CC1CCCC12NC(=O)NC2=O (stereo not drawn),2.1,17,-5,-5,-1,-5,·
COc1ccc(Oc2coc3cc(OC(=O)N4CCOCC4)ccc3c2=O)cc1,1.7,-22,-7,1,-7,·,·
C/C=C/c1ccc([C@@H]2[C@H](CO)N(CC3CCOCC3)C23CN(C(=O)COC)C3)cc1,-5.8,-6,·,-21,·,·,3
CCCCn1c(N)c(N(CC(C)C)C(=O)CSCc2ccc(Cl)c(Cl)c2)c(=O)[nH]c1=O,1.5,-18,0,5,-4,7,1
CO[C@@H]1CN(C)C(=O)c2cc(NC(=O)Nc3cc(F)ccc3F)ccc2OC[C@H](C)NC[C@@H]1C,1.9&-1.8,2&9,-1&-5,-3&14,·,-23&21,-2&5&5
C[C@@H]1CCCCO[C@@H](CN(C)S(=O)(=O)c2ccccc2)[C@@H](C)CN([C@@H](C)CO)C(=O)c2cc(NS(=O)(=O)c3cccs3)ccc2O1,-1.9,-38,2,-3,-1[16.7 µM],-15,-9
COc1ccc(OC)c(CC(=O)N2CCc3cc(OC)c(OC)cc3C2)c1,0.2,20,18,1,7,25,12
COc1ccc(CC(O)CO)cc1OCc1ccccc1 (stereo not drawn),1.7,38,-11,2,-5,-5,4
COc1cc(OCc2ccc(C)cc2)ccc1CNC[C@H]1O[C@@H](n2cnc(C(N)=O)n2)[C@H](O)[C@@H]1O,-1.9,-9,-35,-14,-1,-76,8
CC(C)(C)NC(=O)/C(=C\c1ccco1)NC(=O)c1ccco1,3.0,7,8,2,·,-26,0
CC(C)(C)N1CC(c2nc3ccccc3n2Cc2ccccc2)CC1=O (stereo not drawn),-1.1,-4,0,5,11,·,·
O=C(CSc1nnc(-c2ccc3c(c2)OCO3)o1)Nc1ncc(Cl)cc1Cl,-3.9,6,1,1,·,-43,-6
O=C(c1ccncc1)N1CCCCN2[C@H](CO)[C@@H](c3ccc(C#Cc4ccccn4)cc3)[C@@H]2C1,0.7,5,-6,7,3[16.7 µM],0,·

# Bioassay records (PubChem BioAssay)
